TcdB GH inh – TcdB glycohydrolase inhibition | TcdB glycohydrolase enzymatic assay, plate reader | inhibition, % at 9.99 µM | 350,000 tested, 0.24% active | AID 652162; in the data active = inhibition above about 10%
SARS 3CLpro inh – SARS-CoV 3CLpro protease inhibition. recombinant SARS-CoV 3CLpro, quenched FRET peptide cleavage. inhibition, % at 6 µM. 290,000 tested, 0.14% active; in the data active = inhibition above about 12%
PfHsp40 rescue – rescue of PfHsp40-mediated yeast toxicity. S. cerevisiae expressing PfHsp40, growth rescue, ATP luminescence. 340,000 tested, 0.68% active. growth rescue, % at 12.5 µM. AID 504582; in the data active = growth rescue above about 28%, passing the limit was not always enough; inconclusive = no clear call, values can overlap the other calls;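 note: yeast W303a lacking pdr1 and pdr3 grown in galactose medium; growth measured after three days at 30 °C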
PriA SSB inh – inhibitors of Klebsiella pneumoniae PriA binding to SSB C-terminal tail | AlphaScreen SSBct-PriA binding, biotinylated peptide | inhibition, % at 33 µM | 430,000 tested, 0.6% active | AID 1272365; in the data active = inhibition mostly above about 37%, no sharp cut-off; inactive = mostly below about 20%;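 note: plate controls were negative control peptide for no effect and reference peptide for full effect; strong numbers were not always called active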
Anthrax LF inh2 – inhibitors of Bacillus anthracis lethal factor protease | P15917 | multiplex microsphere protease cleavage assay, LF | inhibition, % at 10 µM | 360,000 tested, 0.12% active | AID 588501; note: plate controls were buffer without enzyme for full effect and enzyme alone for no effect
Target sequence (P15917 whole entry, looked up): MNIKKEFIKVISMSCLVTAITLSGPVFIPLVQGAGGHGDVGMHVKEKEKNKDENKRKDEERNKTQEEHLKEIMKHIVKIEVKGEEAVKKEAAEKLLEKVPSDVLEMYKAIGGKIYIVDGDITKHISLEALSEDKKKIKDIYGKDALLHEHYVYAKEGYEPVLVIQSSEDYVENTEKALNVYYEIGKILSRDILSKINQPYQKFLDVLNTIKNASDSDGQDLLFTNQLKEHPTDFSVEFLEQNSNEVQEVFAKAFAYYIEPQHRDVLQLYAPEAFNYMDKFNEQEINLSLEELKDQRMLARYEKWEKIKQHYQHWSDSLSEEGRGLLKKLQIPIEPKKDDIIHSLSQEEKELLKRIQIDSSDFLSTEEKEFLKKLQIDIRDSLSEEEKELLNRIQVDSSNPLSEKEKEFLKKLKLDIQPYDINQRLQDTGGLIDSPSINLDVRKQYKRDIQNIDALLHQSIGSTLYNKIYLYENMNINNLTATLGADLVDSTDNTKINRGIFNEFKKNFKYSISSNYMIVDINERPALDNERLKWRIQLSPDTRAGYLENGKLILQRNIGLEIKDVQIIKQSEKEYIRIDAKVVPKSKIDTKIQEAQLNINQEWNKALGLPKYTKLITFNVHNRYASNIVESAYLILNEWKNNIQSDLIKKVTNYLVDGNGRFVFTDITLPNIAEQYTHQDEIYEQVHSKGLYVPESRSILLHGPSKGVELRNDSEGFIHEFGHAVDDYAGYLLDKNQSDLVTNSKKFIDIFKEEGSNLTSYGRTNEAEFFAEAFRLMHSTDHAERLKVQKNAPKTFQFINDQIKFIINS
PrPC surface inh – inhibitors of human cell surface prion protein PrPC; P04156; TR-FRET read-out; inhibition, % at 13.8 µM; 370,000 tested, 0.43% active; in the data active = inhibition above about 24%; note: 0% = median of the test wells and 100% = reference compound wells
Yp Topo-I inh – blocks Yersinia pestis topoisomerase I activity; Y. pestis Topo-I cleavage product accumulation, plate reader; activity, % at 10 µM; 360,000 tested, 0.064% active; in the data active = activity above about 50%, passing the limit was not always enough; inconclusive = no clear call, values can overlap the other calls; note: inactives centre near 2
Vc quorum ag – inducers of Vibrio cholerae quorum light production without autoinducers | V. cholerae BH1578 lux reporter, luminescence, 6 h | activation, % at 18.7 µM | 350,000 tested, 0.16% active; in the data active = activation mostly above about 9.7%, no sharp cut-off; inconclusive = no clear call, values can overlap the other calls; inactive = mostly below about 3.7%; note: not every result past the cut was called active; inactives centre near 0; reference of the scale not given here
BoNT A protease – inhibitors of Botulinum neurotoxin A light chain protease | 360,000 tested, 0.17% active | AID 588499 | inhibition, % at 10 µM | multiplex microsphere protease substrate cleavage, flow cytometry; note: plate controls were buffer without enzyme for full effect and enzyme alone for no effect
* = called active by the depositor; i = inactive; u = inconclusive; x = not tested or not shown; & = joins results of further samples. Cut-off read from the data, not from the text of the source, unless noted: active = inhibition above about 30%; inconclusive = no clear call, values can overlap the other calls; inactive = below that. A portion of the library (hit frequency here may not be typical).

SMILES	TcdB GH inh	SARS 3CLpro inh	PfHsp40 rescue	PriA SSB inh	Anthrax LF inh2	PrPC surface inh	Yp Topo-I inh	Vc quorum ag	BoNT A protease
CCOc1ccc(S(=O)(=O)Nc2ccc(S(=O)(=O)Nc3cc(OC)ccc3OC)cc2)cc1	x	0	-0.5	-1	-6	2	0	-0.4	-1.3
O=C(OCC(=O)c1ccc(Cl)s1)c1ccc2ccccc2n1	1.0	-2	-0.8	-8	-3	-4	-1	-0.4	3.7
CCCC(c1nnnn1Cc1ccco1)N1CCN(c2ccccc2)CC1 (stereo not drawn)	0.5	0	0.5	-9	0	2	8	i	-0.6
C/C(=N\NC(=O)C(N)=O)c1ccc2c(c1)OCCO2	-1.4	-1	-0.2	x	1	6	3	-0.4	-0.6
CCC1CCCCN1C(=O)CSc1nc2c([nH]c3ccccc32)c(=O)n1C (stereo not drawn)	x	-2	-1.6	-4	1	6	6	-0.7	0.4
O=C(CN1CCN(C(c2ccccc2)c2ccccc2)CC1)NC(=O)NCc1ccco1	x	5	5.6	1	-3	10	16	i	-0.5
CCN1CCN(C(=S)NCc2ccc(C)cc2)CC1	-0.3	4	-1.7	-10	0	2	-1	-1.0	0.6
Cc1nnc(NC(=O)CCCCCN2C(=O)C3C4C=CC(C4)C3C2=O)s1 (stereo not drawn)	1.3	0	1.1	-17	-7	-5	3	-0.2	0.5
Cc1cc(=O)oc2cc(OCC(=O)NCCCN3CCCC3=O)ccc12	1.1	-4	0.1	-10	-1	-4	0	-0.3	-1.5
C[C@]12c3[nH]c4cc(-c5ccco5)ccc4c3CCN1C(=O)[C@@H](CC(=O)NCCCn1ccnc1)C[C@@H]2C(=O)N1CCOCC1	x	x	0.2	6	-1	x	16	i	-0.2
COc1cccc(/C=C2\SC(=S)N(CCCC(=O)N3CCOCC3)C2=O)c1	-1.1	x	x	x	-4	2	18	0.2	0.2
Cc1ccc(Cn2c(C)nc3c(c2=O)c2nc4ccccc4nc2n3Cc2ccco2)cc1	x	0	0.1	4	3	-5	11	-0.3	6.9
COCCNC(=O)c1ccccc1NS(=O)(=O)c1ccc(Br)s1	x	-3	0.2	-1	-4	10	5	i	0.3
C/C(=N/NS(=O)(=O)c1ccc(F)cc1)c1ccncc1	-2.7	-3	-2.2	x	3	1	-15	-1.6	0.5
CCN(CC)C(=O)[C@H]1C[C@H](CC(=O)NCC23CC4CC(CC(C4)C2)C3)C(=O)N2CCc3c([nH]c4cc(CCC(=O)N(C)C)ccc34)[C@]12C	2.0	x	1.1	-2	2	-7	8	-0.5	0.1
Cc1ccccc1NS(=O)(=O)c1nnc(NC(=O)c2ccc(Br)cc2)s1	-0.6	11	-0.5	-3	-3	-3	0	-2.9	0.2
CC(C)Oc1ccc(C(=O)Nc2c3c(nn2C(C)(C)C)CS(=O)(=O)C3)cc1	0.9	-3	-0.7	-4	1	0	-7	-0.3	-0.2
CCOC(=O)CC1COCCN1Cc1cn(C)nc1-c1ccccc1F (stereo not drawn)	0.4	-1	-1.0	-5	-5	2	5	-0.2	0.2
COc1cccc(-n2nnc3c(=O)n(CC(=O)Nc4ccccc4C)cnc32)c1	0.5	-3	-0.6	5	-6	-5	1	-0.9	0.1
CCC(C)C(NC(=O)OCc1ccccc1)C(=O)NCC(c1ccccc1)N(C)C (stereo not drawn)	1.1	-2	-1.9	-14	-3	-6	-4	-0.6	-0.8
COc1ccccc1OCCC(=O)OCC(=O)Nc1cc(S(=O)(=O)N(C)C)ccc1Cl	-0.2	6	0.8	-13	-3	-6	25	-0.2	0.9
O=C(NCCN1C(=O)S/C(=C\c2ccccc2F)C1=O)C1=COCCO1	1.4	x	-1.1	-2	x	-3	-1	-0.4	x
Cc1[nH]nc2c1C(C(C)c1ccccc1)C(C#N)=C(N)O2 (stereo not drawn)	0.7	-3	-1.7	-16	-3	5	-12	-0.4	-1.5
CSc1cccc(NC(=O)Cc2ccccc2[N+](=O)[O-])c1	1.9	14*	-1.7	-1	-6	-1	7	-0.5	0.3
O=C(NC(=S)Nc1ccc(S(=O)(=O)Nc2nccs2)cc1)c1ccc(Br)o1	-0.1	0	0.7	-4&18	1	5	2	0.0	-1.4
O=C(Nc1cccc(F)c1)c1ccc2c(c1)OCO2	x	-2	0.6	-21	0	2	-2	i	0.2
Cc1cc(S(=O)(=O)Nc2ccc(C(=O)NCCN3CCOCC3)cc2)ccc1F	0.3	x	x	x	-3	7	0	-1.2	0.1
COC(=O)[C@H]1C[C@H]1[C@@H](NC(=O)c1ccc[nH]1)c1ccccc1	0.0	x	-0.7	-3	4	-4	3	-0.4	-0.5
C/C(CCc1ccc2c(c1)OCO2)=N\NC(=O)c1ccccc1Br	1.1	-2	0.0	x	-4	-1	-1	-0.5	-0.2
Cc1cccc(NC(=O)COc2ccccc2C)n1	x	-4	0.6	-9	-6	7	3	i	-1.7

4 successive records out of the list so far, for reference:
SMILES	TcdB GH inh	SARS 3CLpro inh	PfHsp40 rescue	PriA SSB inh	Anthrax LF inh2	PrPC surface inh	Yp Topo-I inh	Vc quorum ag	BoNT A protease
Cc1cc(S(=O)(=O)Nc2ccc(C(=O)NCCN3CCOCC3)cc2)ccc1F	0.3	x	x	x	-3	7	0	-1.2	0.1
COC(=O)[C@H]1C[C@H]1[C@@H](NC(=O)c1ccc[nH]1)c1ccccc1	0.0	x	-0.7	-3	4	-4	3	-0.4	-0.5
C/C(CCc1ccc2c(c1)OCO2)=N\NC(=O)c1ccccc1Br	1.1	-2	0.0	x	-4	-1	-1	-0.5	-0.2
Cc1cccc(NC(=O)COc2ccccc2C)n1	x	-4	0.6	-9	-6	7	3	i	-1.7

Next records.
SMILES	TcdB GH inh	SARS 3CLpro inh	PfHsp40 rescue	PriA SSB inh	Anthrax LF inh2	PrPC surface inh	Yp Topo-I inh	Vc quorum ag	BoNT A protease
O=C(NNc1nc(-c2ccccc2)cs1)c1ccco1	x	0	0.0	-3	0	-2	-1	-1.1	-1.0
O=C(NC1CCCCC1)N1CCN(c2ccccc2Cl)CC1	0.9	-3	1.1	-22	5	-2	9	i	8.8
Cc1cccc(C)c1NC(=O)CN(C)C(=O)CCc1nc2sc3c(c2c(=O)[nH]1)CCCC3	0.9	x	-0.3	3	3	1	5	i	-0.5
C=CCNc1nc(C2(C)CC3(CC(C)OC3=O)C(=O)O2)cs1 (stereo not drawn)	x	0	0.5	5	4	0	2	i	2.4
COc1ccc(CC(=O)OCC(=O)N2CCN(S(=O)(=O)c3ccc(C)cc3C)CC2)cc1OC	0.2	x	0.0	-6	-4	-4	11	-0.7	-0.8
Cc1ccc(NC(=O)C2CC(=O)N(CCc3ccccc3)C2)c(C)c1 (stereo not drawn)	1.3	0	0.5	5	1	3	2	0.6	-0.1
O=[N+]([O-])c1ccc2[nH]c3c(c2c1)CCCC3	1.9	0	10	-8	-2	5	-5	-0.3	0.4
Cc1ccc(NC(=S)N(CCN(C)C)Cc2cccs2)cc1	-1.6	-2	-1.5	-11	-5	-8	-2	-0.3	-0.9
CCc1ccc(Nc2ncc3c(n2)CC(c2ccco2)CC3=O)cc1 (stereo not drawn)	x	6	-1.0	-2	-6	6	2	-0.6	-2.0
Cc1ccc(C(=O)OCC(=O)NCc2cc(C)c(O)c(C)c2)cc1S(=O)(=O)N1CCCCC1	-2.6	x	3.2	0	1	7	14	-0.5	-0.9
COc1cc(C(=O)OCC(=O)NC(C)CCc2ccccc2)cc(OC)c1OC (stereo not drawn)	0.7	-4	0.9	5	-19	6	-1	i	-0.2
CCCCn1c(=O)c(CCC(=O)OC(C)C(=O)Nc2cccc(Cl)c2Cl)nc2ccccc21 (stereo not drawn)	1.4	1	-0.5	-1	2	1	-4	i	3.0
Cn1cc(S(=O)(=O)N2CCCC(C(=O)O)C2)cn1 (stereo not drawn)	0.0	3	-0.8	-7	0	-3	5	-0.5	-0.3
COc1ccccc1N1CCN(S(=O)(=O)c2cc(-c3cc(C)no3)ccc2C(C)C)CC1	1.9	1	0.3	1	-4	0	7	i	-2.8
COc1ccc(CN2[C@@H](CC(=O)O)c3ccccc3S2(=O)=O)cc1	-5.3	x	-0.2	-5	-8	-1	2	i	-0.2
CN(CCOc1ccc(Cl)cc1)C(=O)CN1C(=O)NC2(CCCC2)C1=O	1.8	x	0.4	-7	0	3	-1	i	-1.5
CCC(c1nnnn1Cc1ccccc1)N(Cc1ccco1)Cc1cc2cc(OC)ccc2[nH]c1=O (stereo not drawn)	x	-1	-1.3	-8	4	0	4	i	-0.1
Brc1ccc2oc3c(N4CCOCC4)ncnc3c2c1	0.0	-2	16	3	-5	-3	4	2.8	0.7
CCOC(=O)Cc1csc(NC(=O)CS(=O)(=O)Cc2ccccc2)n1	x	0	1.3	-9	-6	3	0	-5.4	-0.9
Nc1ncnc2c1ncn2[C@@H]1O[C@H](COP(=O)(O)O)[C@@H](O)[C@H]1O	1.6	-2	-5.6	-16	-3	1	-11	-2.8	0.3
Cc1cc(O)c(C2(C(F)(F)F)NCCNC2=O)cc1C (stereo not drawn)	x	4	-0.2	6	-3	-1	-4	-0.4	-1.5
Cn1c(N)c(C(=O)COC(=O)CCCc2c[nH]c3ccccc23)c(=O)n(C)c1=O	x	1	5.2	-9	-2	-3	5	-0.6	-0.2
COc1cc2c(-c3ccccc3)c(C)oc2cc1/C=N/NC(N)=S	-0.2	x	0.2	x	-4	-10	6	-1.1	-1.1
COc1ccc(NC(=O)C2Cc3c(-c4ccccc4Oc4ccccc4)ccnc3O2)cc1OC (stereo not drawn)	0.0	x	x	x	-4	8	26	-0.2	-0.4
O=S(=O)(Cc1cc(Oc2ccccc2)nc(-c2ccccc2)n1)c1ccccc1	x	-4	0.1	-13	-1	1	36	i	-0.1
CCc1c(C)[nH]c(C(=O)OCc2ccccc2)c1C	2.1	3	-1.2	-3	-1	6	16	-0.6	-1.0
COc1ccc(-c2ccc(C#N)c(SCC(=O)NC3CC3)n2)cc1OC	-0.1	0	-1.7	-3	-5	-13	-12	0.3	0.0
COc1ccc(OC)c(CCNC(=O)c2ccc(CS(=O)Cc3cccc(Cl)c3)o2)c1 (stereo not drawn)	1.3	-1	-0.6	1	-1	3	16	-0.3	-0.1
CCn1c(CCNC(=O)c2cccs2)nnc1SCC(=O)Nc1cccc(Cl)c1	x	-1	0.1	-11	-2	0	-3	-0.7	0.1
CC(C)N(C(=O)CSc1nnc(Cc2ccc3c(c2)OCO3)n1C)C(C)C	1.1	-1	-1.1	5	1	2	2	-0.5	-0.2
COc1ccc(NC(=O)CSc2nc3ccccc3n2-c2ccccc2)c([N+](=O)[O-])c1	-3.6	3	-1.1	42*	0	5	2	i	0.0
CC(C)Cn1c(N)c(C(=O)CSc2nncs2)c(=O)n(C)c1=O	-0.1	x	0.4	-6	6	13	-3	2.1	1.5
Cc1cc(C)c(OCCCCN(C)Cc2ccccc2)c(C)c1	1.5	-2	0.4	-22	-5	4	22	-2.3	u
CCCS(=O)(=O)NC(=O)C1(C)CCCN(C(=O)C(C)(C)Oc2ccc(Cl)cc2)C1 (stereo not drawn)	-6.8	x	x	x	-4	6	9	i	0.4
Cc1ccc(NC(=O)CS(=O)CC(=O)Nc2cnc3ccccc3c2)cc1Cl (stereo not drawn)	-0.4	-1	0.4	-6	-8	4	2	-0.3	-2.3
CN(CC(=O)Nc1ccc(F)cc1)C(=O)Cn1cnc2ccc([N+](=O)[O-])cc2c1=O	1.1	x	-0.1	-1	4	-23	4	i	-0.1
O=C1N=C(N2CCCC2)S/C1=C\c1ccccc1	x	1	-0.4	-4	-2	-27	-5	i	0.1
O=C(Nc1c(C(=O)N2CCOCC2)oc2ccccc12)c1ccccc1Cl	0.9	6	0.6	-6	1	-2	-3	-0.2	1.2
CN(C(=O)COC(=O)c1cnc(Cl)c(Cl)c1)C1CCS(=O)(=O)C1 (stereo not drawn)	-4.4	-3	1.1	-2	-4	6	0	-0.1	-0.4
CC(C)(C)C(=O)Nc1scc(-c2ccc(-c3ccccc3)cc2)c1C(=O)O	-1.4	5	-0.2	-12	-8	1	-3	-18	-3.1

Source: PubChem (several laboratories)
